High-throughput results deposited in PubChem by several laboratories.
CHRM1 PAM = potentiates human M1 receptor response to acetylcholine | 360,000 compounds, 0.088% hits | P11229 | activation, % at 3 µM | CHO-K1 hM1, Fluo-8 calcium fluorescence, ACh EC20; 0% = ACh EC20, 100% = maximal ACh; in the data active means activation above about 19%, passing the limit was not always enough
Target sequence (P11229 whole entry, looked up): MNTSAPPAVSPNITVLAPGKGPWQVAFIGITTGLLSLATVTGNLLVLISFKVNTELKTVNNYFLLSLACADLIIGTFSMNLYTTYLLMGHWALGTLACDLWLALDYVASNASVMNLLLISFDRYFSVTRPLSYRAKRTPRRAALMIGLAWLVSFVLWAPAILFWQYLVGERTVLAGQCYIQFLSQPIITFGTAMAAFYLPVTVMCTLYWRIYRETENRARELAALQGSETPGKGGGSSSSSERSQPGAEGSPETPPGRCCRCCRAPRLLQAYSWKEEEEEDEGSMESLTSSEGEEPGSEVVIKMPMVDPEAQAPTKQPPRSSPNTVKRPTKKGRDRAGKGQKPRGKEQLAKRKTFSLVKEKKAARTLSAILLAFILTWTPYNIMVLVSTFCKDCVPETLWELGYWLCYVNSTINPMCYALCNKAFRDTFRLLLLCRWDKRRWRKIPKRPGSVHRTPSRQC
CHRM5 PAM = positive allosteric modulators of human muscarinic M5 receptor; CHO-K1 hM5, Fluo-8 calcium, ACh EC20 PAM; 0% = ACh EC20, 100% = ACh EC100; AID 624038; 360,000 compounds, 0.3% hits; activation, % at 3 µM;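 active means activation above the run cutoff, the mean activation of all test compounds plus 3 SD, cut at about 18% in these data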
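System: CHO-K1 hM5 cells. Reagent: acetylcholine, EC20 level. Compound dosing: single dose, 3 µM nominal final test concentration. Timing: Post-acetylcholine fluorescence recording 140 s. Detection: Fluo-8 calcium fluorescence. Read-out: % activation, ACh-normalized. Benchmarks: ACh EC20 and EC100 wells. Repeats: singlicate, one well per test compound.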
CRFBP-R2 agonist = CRF-BP/CRF-R2 complex agonism. HEK293 CRF-R2/CRF-BP, calcium dye fluorescence (FLIPR); percent of saturating CRF peptide response. activation, % at 13.2 µM. 350,000 compounds, 0.46% hits. AID 588473;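 active means activation of at least 50%, plus an integration ratio under a set limit after plate pattern correction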;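 further: plate controls were neutral control wells without compound for no effect and CRF at EC100 for full effect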
M4 PAM = potentiates acetylcholine response at human M4 receptor; activation, % at 3 µM; 360,000 compounds, 0.4% hits; P08173; CHO-K1 hM4/Gqi5, Fluo-8 calcium fluorescence, ACh EC20; 0% = ACh EC20, 100% = maximal ACh;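 active means activation above its plate's cutoff, the mean activation of sample wells plus 3 SD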; further: some results filed as inactive read as strong as hits
Target sequence (P08173 whole entry, looked up): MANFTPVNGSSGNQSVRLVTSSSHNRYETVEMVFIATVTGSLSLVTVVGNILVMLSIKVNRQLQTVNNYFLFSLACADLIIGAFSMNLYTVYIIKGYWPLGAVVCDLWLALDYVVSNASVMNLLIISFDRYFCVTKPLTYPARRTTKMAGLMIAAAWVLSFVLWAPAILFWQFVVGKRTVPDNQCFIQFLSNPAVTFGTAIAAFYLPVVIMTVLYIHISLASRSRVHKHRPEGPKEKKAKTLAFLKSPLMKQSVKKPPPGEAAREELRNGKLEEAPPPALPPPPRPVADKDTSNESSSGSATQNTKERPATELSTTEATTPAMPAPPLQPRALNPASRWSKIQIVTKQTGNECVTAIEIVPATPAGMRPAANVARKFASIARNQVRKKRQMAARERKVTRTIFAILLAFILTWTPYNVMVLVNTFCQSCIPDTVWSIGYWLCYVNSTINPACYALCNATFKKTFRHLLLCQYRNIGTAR
M1 antag = human CHRM1 antagonism. P11229. CHO-K1 hM1, Fluo-8 calcium fluorescence, ACh EC80 antagonist. inhibition, % at 3 µM. 360,000 compounds, 1.3% hits. AID 588852;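 active means percent inhibition above its own plate's cutoff, namely the mean of that plate's compound wells plus 3 SD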;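 further: peak over basal fluorescence ratio during 140 s after agonist addition; 0% = ACh EC80 plus DMSO and 100% = DMSO alone without agonist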
M4 ag = agonists of human muscarinic M4 receptor (CHRM4). CHO-K1 hM4/Gqi5, Fluo-8 calcium fluorescence; vehicle 0%, full acetylcholine response 100%. activation, % at 3 µM. 360,000 compounds, 0.14% hits;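 active means activation above the run mean over all test wells plus 3 SD, cut at about 32% in these data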;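 further: peak over basal fluorescence ratio per well then scaled between controls; 0% = DMSO wells and 100% = acetylcholine at EC100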
CHRM5 antagonist = blocks acetylcholine activation of human M5 receptor; inhibition, % at 3 µM; CHO-hM5 cells, Fluo-8 calcium fluorescence, ACh EC80; 360,000 compounds, 0.59% hits; P08912;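 active means inhibition above a per-plate cutoff, the mean of that plate's test compounds plus 3 SD, cut at about 27% in these data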;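 further: 0% = acetylcholine EC80 with DMSO and 100% = DMSO without agonist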
CHRM4 antagonist = blocks acetylcholine activation of human M4 receptor | inhibition, % at 3 µM | 360,000 compounds, 0.73% hits | P08173 | CHO-hM4 cells, ACh EC80, Fluo-8 calcium fluorescence;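 active means inhibition above its plate's cutoff, the mean inhibition of sample wells plus 3 SD, cut at about 27% in these data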;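 further: 0% = acetylcholine EC80 with DMSO and 100% = DMSO without agonist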
CHRM5 agonist = CHRM5 agonism in calcium assay; CHO-K1 hM5 cells, Fluo-8 calcium fluorescence; 0% DMSO wells, 100% maximal acetylcholine response; AID 624037; 360,000 compounds, 0.19% hits; activation, % at 3 µM;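 active means activation above the run's mean over test compounds plus 3 SD, cut at about 23% in these data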;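 further: signal is peak over basal fluorescence ratio across the kinetic read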
An asterisk follows results filed as active; nt = not tested or not shown.

SMILES	CHRM1 PAM	CHRM5 PAM	CRFBP-R2 agonist	M4 PAM	M1 antag	M4 ag	CHRM5 antagonist	CHRM4 antagonist	CHRM5 agonist
COC(=O)C(C)(C(=O)OC)c1ccccc1[N+](=O)[O-]	-3	-3	-1.0	4	5	1	1	-7	-4
O=C(OCC(=O)c1c[nH]c2ccccc12)c1cc(S(=O)(=O)N2CCOCC2)ccc1F	0	-7	0.7	1	-2	14	3	0	0
Cc1[nH]c2ccccc2c1/C=N/NC(=O)c1cccs1	1	-3	0.0	-1	-5	0	2	3	0
COc1ccc(/C=N/NC(=O)CN(Cc2ccccc2)S(=O)(=O)c2ccc3c(c2)OCCO3)cc1	7	-5	0.8	-3	-4	2	4	3	-2
CC12CCC(C(=O)NCc3cccnc3)(OC1=O)C2(C)C (stereo unspecified)	8	-3	1.8	10	-1	1	5	12	1
CCCN1Cc2cccc(C(=O)Nc3cc(OC)cc(OC)c3)c2C1=O	-1	2	-0.7	15	8	1	-3	-8	-2
CCN(CC1COc2ccccc2O1)C(=O)CN1C(=O)NC(C)(c2ccccc2)C1=O (stereo unspecified)	6	8	-0.2	4	-4	5	-9	-14	6
COc1ccc(CC(=O)Nc2nc(-c3ccc(F)c(F)c3)cs2)cc1	-18	-12	0.2	-9	9	9	4	-1	-6
CCCOc1cccc(C(=O)NCCCNC(=O)c2ccccn2)c1	10	-5	-1.0	6	1	3	1	-13	-2
CCOC(=O)N1CCN(CC(=O)Nc2ccc(F)c(F)c2F)CC1	-2	-8	1.9	-3	1	1	-5	6	-6
CN(C)c1cccc(C(=O)OCC(=O)Nc2ccccc2Sc2ccccc2)c1	-11	-11	0.5	-13	18	-1	20	10	-3
O=C(Nc1ccccc1)c1cc(C2CCCCN2C(=O)OCc2ccccc2)on1 (stereo unspecified)	10	-7	nt	4	-18	0	5	3	6
Cc1c(N=Cc2c(O)n(C)c(=O)c3ccccc23)c(=O)n(-c2ccccc2)n1C	7	-2	2.5	-1	-9	1	-5	5	3
CC(C)(C)CC(C)(C)NC(=S)N1CCN(Cc2ccc3c(c2)OCO3)CC1	13	11	0.3	-1	-9	0	0	2	-1
CCCn1nc(NC(=O)c2cccs2)c2cc3ccc(C)cc3nc21	-4	-7	0.6	-25	9	6	6	2	3
CC[C@@H](NC(=O)Cn1cc(C)c(=O)[nH]c1=O)c1ccccc1	2	-7	0.7	5	-11	1	-2	-13	-3
C=C(C)CC(c1ccccc1)N(C(C)=O)c1ccco1 (stereo unspecified)	-6	1	-0.7	-2	6	0	-1	-6	-6
CC1O[C@@H](O[C@H](C)CC[C@@H](C)O)C(O)C[C@H]1O (stereo partly specified)	3	9	-1.7	7	0	2	-2	-7	3
Cc1ccc(CNC(=O)C(=O)NCC2CCCO2)cc1 (stereo unspecified)	2	-1	-1.3	7	1	1	0	-7	-3
COCCCNC(=O)CCS(=O)(=O)Cc1ccc(C)cc1	6	-3	1.5	8	-30	1	3	-11	1
CC(=O)NCCOC(=O)Nc1ccncc1	4	1	-1.1	6	-2	2	1	14	-1
CC(C)c1c(C(=O)N/N=C/c2cccnc2)nnn1-c1nonc1N	6	-5	0.5	0	-10	4	9	1	-4
COC(=O)c1sc2nc(-c3ccco3)ccc2c1N	3	2	-1.7	7	3	-1	-2	3	-4
O=C1Nc2ccccc2C1=O	3	-2	-0.4	6	-6	2	1	-9	2
COCCN(C(=O)c1csnn1)C(C(=O)NC1CCCC1)c1ccc(C)cc1 (stereo unspecified)	-1	5	0.9	5	9	1	1	4	-2
Cc1cc(=O)[nH]c(SCC(=O)N2CC3(C)CC2CC(C)(C)C3)n1 (stereo unspecified)	10	9	-1.2	8	-5	1	4	-4	3
CCCn1c(=O)c(C(=O)NCc2ccccc2)c(O)c2ccccc21	10	-3	-1.0	3	-24	1	5	7	2
CCOP(=O)(CC(C(C)=O)C(O)c1ccccc1)OCC (stereo unspecified)	14	1	2.1	12	-14	5	16	3	0
O=C(NC1CCCCC1)c1cc(-c2ccc(O)cc2)on1	10	4	-0.2	1	-11	1	-2	4	6
CCOc1cc(C2NC(=O)NC(O)(C(F)(F)F)C2C(=O)c2ccc(Cl)cc2)ccc1O (stereo unspecified)	5	3	-0.4	3	-22	2	-2	2	3
Cc1nn(-c2ccccn2)c2nc(-c3cccs3)cc(C(=O)NCc3ccco3)c12	5	-6	-2.2	1	-8	6	4	-3	3
COc1cccc(NC(=O)CCCOc2cc(=O)n(C)c3ccccc23)c1	9	-1	-1.5	1	-7	2	4	10	1
COc1ccc(-c2ccc(S(=O)(=O)N3CCOCC3)cc2)cc1	7	-1	-0.5	11	-7	1	3	8	3
O=c1c2cnn(-c3ccccc3)c2ncn1CCc1ccccc1	6	-2	-0.6	-4	-2	2	-2	1	3
NC(=O)c1ncn([C@@H]2O[C@H](CNCc3c(OCc4ccccc4F)ccc4ccccc34)[C@@H](O)[C@H]2O)n1	4	0	-0.6	-4	-7	0	5	5	0
O=C(NCc1ccccc1)C1CC(=O)N(c2ccc(OCC(=O)N3CCOCC3)cc2)C1 (stereo unspecified)	9	8	-0.7	2	-11	0	-8	-3	-3
CN(C)S(=O)(=O)c1ccc(C(=O)OCC(=O)Nc2cccnc2Cl)cc1	15	2	2.8	6	-16	3	13	-9	5
Cc1ccc(-c2csc3ncnc(N4CCN(S(=O)(=O)c5ccc(C#N)cc5)CC4)c23)cc1	2	-2	0.8	-4	-1	0	2	1	0
Cc1ccc(N2C(=O)CC(C)CC2=O)cc1	2	-2	-0.2	3	-3	1	-1	-4	-1
N/C(=N\S(=O)(=O)c1cc(C(F)(F)F)cc(C(F)(F)F)c1)c1ccncc1	5	-11	0.4	-1	-5	2	24	2	-4

12 of these compounds, set out differently.
SMILES,CHRM1 PAM,CHRM5 PAM,CRFBP-R2 agonist,M4 PAM,M1 antag,M4 ag,CHRM5 antagonist,CHRM4 antagonist,CHRM5 agonist
CCOP(=O)(CC(C(C)=O)C(O)c1ccccc1)OCC (stereo unspecified),14,1,2.1,12,-14,5,16,3,0
O=C(NC1CCCCC1)c1cc(-c2ccc(O)cc2)on1,10,4,-0.2,1,-11,1,-2,4,6
CCOc1cc(C2NC(=O)NC(O)(C(F)(F)F)C2C(=O)c2ccc(Cl)cc2)ccc1O (stereo unspecified),5,3,-0.4,3,-22,2,-2,2,3
Cc1nn(-c2ccccn2)c2nc(-c3cccs3)cc(C(=O)NCc3ccco3)c12,5,-6,-2.2,1,-8,6,4,-3,3
COc1cccc(NC(=O)CCCOc2cc(=O)n(C)c3ccccc23)c1,9,-1,-1.5,1,-7,2,4,10,1
COc1ccc(-c2ccc(S(=O)(=O)N3CCOCC3)cc2)cc1,7,-1,-0.5,11,-7,1,3,8,3
O=c1c2cnn(-c3ccccc3)c2ncn1CCc1ccccc1,6,-2,-0.6,-4,-2,2,-2,1,3
NC(=O)c1ncn([C@@H]2O[C@H](CNCc3c(OCc4ccccc4F)ccc4ccccc34)[C@@H](O)[C@H]2O)n1,4,0,-0.6,-4,-7,0,5,5,0
O=C(NCc1ccccc1)C1CC(=O)N(c2ccc(OCC(=O)N3CCOCC3)cc2)C1 (stereo unspecified),9,8,-0.7,2,-11,0,-8,-3,-3
CN(C)S(=O)(=O)c1ccc(C(=O)OCC(=O)Nc2cccnc2Cl)cc1,15,2,2.8,6,-16,3,13,-9,5
Cc1ccc(-c2csc3ncnc(N4CCN(S(=O)(=O)c5ccc(C#N)cc5)CC4)c23)cc1,2,-2,0.8,-4,-1,0,2,1,0
Cc1ccc(N2C(=O)CC(C)CC2=O)cc1,2,-2,-0.2,3,-3,1,-1,-4,-1

More results:
SMILES	CHRM1 PAM	CHRM5 PAM	CRFBP-R2 agonist	M4 PAM	M1 antag	M4 ag	CHRM5 antagonist	CHRM4 antagonist	CHRM5 agonist
COc1ccc(N2CCN(C3C(=O)Nc4ccccc4-n4nnnc43)CC2)cc1 (stereo unspecified)	nt	10	nt	-4	nt	6	-14	-9	1
CCC(C)[C@@H](C(=O)Nc1ccc(OC)c(OC)c1)N1Cc2ccccc2C1=O (stereo partly specified)	5	-2	-0.2	-1	-9	0	-1	0	1
CC1CCCCN1S(=O)(=O)c1ccc(N(C(=O)c2cnccn2)C(C(=O)NC2CCCC2)c2cccs2)cc1 (stereo unspecified)	-10	-6	-0.3	-5	12	3	3	8	-2
O=C1CN(S(=O)(=O)c2ccc(Cl)cc2)CC(=O)N1CCc1ccccc1	3	3	-0.4	-1	8	0	-4	0	-2
COc1ccccc1C=CC(=O)C=Cc1ccccc1OC	7	-8	-0.9	1	-12	1	20	0	-4
Cc1ccc(S(=O)(=O)N2CCCCC2)cc1C(=O)NCc1ccccn1	9	0	0.7	-1	-12	2	0	-24	-3
COc1cccc(CNC(=O)c2n[nH]c3ccccc23)c1	5	4	4.5	5	-7	3	6	4	0
O=C(CCS(=O)(=O)c1ccc(Cl)cc1)Nc1ccc(N2CCOCC2)cc1	-1	-10	0.1	-16	-5	3	13	9	2
Cc1cc(N=CC2=C(O)CCCC2=O)no1	9	-1	0.9	7	-17	nt	-4	0	-2
COc1cccc(CNC(=O)c2cccc(S(=O)(=O)N3CCN(C)CC3)c2)c1	9	16	-0.6	3	-14	1	-8	-20	0
O=C(Nc1ncc(Cc2ccccc2)s1)C1CCCO1 (stereo unspecified)	7	-1	0.9	8	-20	0	0	-9	1
CC1CCN(S(=O)(=O)c2ccc3c(c2)c(=O)c(C(=O)N2CCOCC2)cn3C)CC1	7	12	-1.3	5	-6	3	-11	-5	-1
O=S(=O)(c1ccc(Cl)c(NC(=S)Nc2cccc(O)c2)c1)N1CCOCC1	11	-4	-0.8	1	-4	0	4	7	2
CCS(=O)(=O)c1ccc2c(c1)N(S(C)(=O)=O)CC(C(=O)NC1CC1)O2 (stereo unspecified)	6	-4	0.2	-5	-1	0	12	-4	-2
CC(C)c1ccc(NC(=O)CCNS(=O)(=O)c2cccc3nsnc23)cc1	-2	-7	2.9	0	2	7	11	5	2
Fc1ccc(C2=NNC(=NCc3ccccc3)SC2)cc1F	5	2	1.2	2	-4	2	-3	-5	3
COc1ccccc1NS(=O)(=O)c1cc(C(=O)NCC2CCCO2)ccc1C (stereo unspecified)	13	3	2.3	8	-14	2	5	-11	2
O=C(CCCC(=O)N(c1cccc(F)c1)C(C(=O)NC1CCCC1)c1ccc(O)cc1)Nc1ccccn1 (stereo unspecified)	8	5	-0.5	3	-4	2	-1	-5	-3
CC1CCN(c2ccc([N+](=O)[O-])cc2C(N)=O)CC1	0	-8	-2.4	-5	0	1	7	10	-3
